SRC2 TRFRET art: TR-FRET signal artefacts, primary screen, artefact control for PPARgamma SRC-2 agonist project, biochemical | TR-FRET artefact counter-screen; hits give high values | 0.4% of 200,000 active | AID 1049, 2008 | TR-FRET ratio at 8 µM; in the data active = TR-FRET ratio above about 2000; note: inactives centre near 1500
PPARg SRC-3 ag: PPARgamma agonists recruiting SRC-3 coactivator, primary screen, biochemical | Peroxisome proliferator-activated receptor gamma (Homo sapiens), P37231 | biochemical PPARgamma/SRC-3 coactivator recruitment assay | activation, % at 8 µM | 0.26% of 200,000 active | AID 731, 2007; in the data active = activation above about 23%;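 note: 0% = DMSO and 100% = reference agonist; some compounds past the cut are filed as inactive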
Target sequence (P37231 whole entry, looked up): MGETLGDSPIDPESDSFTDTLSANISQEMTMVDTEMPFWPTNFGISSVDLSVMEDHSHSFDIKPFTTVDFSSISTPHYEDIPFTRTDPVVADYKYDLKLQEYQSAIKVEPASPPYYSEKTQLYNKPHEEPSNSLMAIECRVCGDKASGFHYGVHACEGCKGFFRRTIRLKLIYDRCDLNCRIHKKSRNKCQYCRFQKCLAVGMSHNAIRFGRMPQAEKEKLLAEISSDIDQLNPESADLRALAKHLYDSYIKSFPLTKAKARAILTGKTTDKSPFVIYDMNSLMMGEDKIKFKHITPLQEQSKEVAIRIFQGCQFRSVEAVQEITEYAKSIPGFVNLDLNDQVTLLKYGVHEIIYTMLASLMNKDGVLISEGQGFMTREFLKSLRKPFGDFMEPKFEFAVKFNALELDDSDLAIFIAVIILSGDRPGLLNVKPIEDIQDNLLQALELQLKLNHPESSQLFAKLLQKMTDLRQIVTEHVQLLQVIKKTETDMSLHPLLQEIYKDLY
DTT redox prof: compounds producing H2O2 with reducing agent – biochemical, NIH compound library profiling, artefact control for MLSCN library redox annotation, primary screen. DTT-dependent redox cycling H2O2, phenol red/HRP absorbance; 100% = 100 µM peroxide control, 0% = buffer. activation, % at 10 µM. 0.03% of 200,000 active. AID 878, 2007;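 active = activation of at least 50% relative to the plate's high and low controls in the primary single-dose screen; inactive = activation below 50%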;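 note: compound incubated with DTT at 0.8 mM final as the reducing agent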
TLR4-MyD88 BLA: inhibitors of TLR4-MyD88 association in cells, primary screen, cell-based, HeLa CL3-4, BLA complementation, FRET ratio | AID 861, 2007 | Toll-like receptor 4 (Homo sapiens) + Myeloid differentiation primary response protein … | HeLa CL3-4 TLR4/MyD88 BLA complementation | 0.18% of 200,000 active | inhibition, % at 8.4 µM; in the data active = inhibition above about 25%;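 note: 0% = vehicle and 100% = reference inhibitor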
PPARg SRC-1 ag: PPARgamma agonists recruiting SRC-1 coactivator, primary screen, biochemical; AID 631, 2007; activation, % at 8 µM; PPARgamma-SRC-1 coactivator recruitment biochemical assay; Peroxisome proliferator-activated receptor gamma (Homo sapiens), P37231; 0.41% of 200,000 active; in the data active = activation above about 19%;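 note: 0% = DMSO and 100% = reference agonist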
S1P3 antag: S1P3 receptor antagonists, primary screen, cell-based. Sphingosine 1-phosphate receptor 3 (Homo sapiens), Q99500. CHO S1P3 NFAT-BLA reporter, FRET fluorescence, antagonist mode. inhibition, % at 4.98 µM. 0.27% of 170,000 active;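 active = inhibition above the plate cutoff, the mean inhibition of test wells on that plate plus 3 SD, cut at about 28% in these data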;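 note: cells challenged with S1P at its EC80 of 0.8 µM; blue over green emission ratio from cleaved BLA substrate after 4 h stimulation; 0% = S1P-stimulated wells and 100% = unstimulated DMSO-only wells; some compounds past the cut are filed as inactive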
Target sequence (Q99500 whole entry, looked up): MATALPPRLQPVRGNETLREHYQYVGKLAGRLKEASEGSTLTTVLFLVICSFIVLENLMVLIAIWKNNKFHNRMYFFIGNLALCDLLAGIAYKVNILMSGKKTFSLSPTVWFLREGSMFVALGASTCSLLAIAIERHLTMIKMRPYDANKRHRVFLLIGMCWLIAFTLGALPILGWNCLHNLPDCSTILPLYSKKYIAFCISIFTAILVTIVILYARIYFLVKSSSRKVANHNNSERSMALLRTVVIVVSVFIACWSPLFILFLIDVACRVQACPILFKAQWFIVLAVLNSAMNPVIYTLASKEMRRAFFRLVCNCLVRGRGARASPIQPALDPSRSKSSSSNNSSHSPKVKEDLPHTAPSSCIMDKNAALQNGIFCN
Lmaj promast: Leishmania major promastigote growth inhibition, primary screen; inhibition, % at 10 µM; 9% of 200,000 active; AID 1063, 2008; Leishmania major promastigotes, resazurin fluorescence viability; in the data active = inhibition above about 50%;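 note: promastigotes grown with compound for 44 hours at 28 °C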
ROMK mod: ROMK potassium channel modulators, primary screen, cell-based, thallium flux, MLSMR library | ATP-sensitive inward rectifier potassium channel 1 (Homo sapiens), P48048 | Tet-inducible ROMK, thallium flux fluorescence; actives lie on both sides | B-score at 10 µM | 2% of 130,000 active | AID 1918, 2009;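 active = signal ratio slope over the read window, or its plate-corrected B-score, at least 3 SD from the plate mean, either direction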;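 note: B-score of the F/F0 ratio slope over 7 to 12 s after thallium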
PPARg SRC-2 ag: agonists of PPARg-SRC-2 recruitment, primary screen, biochemical, HTS. Peroxisome proliferator-activated receptor gamma (Homo sapiens), P37231. PPARgamma LBD-SRC-2 recruitment. activation, % at 8 µM. 0.34% of 200,000 active; in the data active = activation above about 22%;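 note: 0% = vehicle and 100% = reference agonist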
bIAP activator: bovine intestinal alkaline phosphatase activators, primary screen, biochemical, bovine IAP, CDP-star luminescence | purified bovine IAP, 30 min; hits give high values; fold of DMSO-control signal, blank-subtracted | activation factor at 20 µM | 0.17% of 200,000 active;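 active = activation factor of 2 or more at 20 µM, a signal rise over negative controls twice the positive control's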
bIAP inh: bovine intestinal alkaline phosphatase inhibitors, primary screen, selectivity assay for TNAP inhibitor project, biochemical, bovine IAP, CDP-star luminescence; purified bovine IAP, 30 min; AID 1019, 2008; alkaline phosphatase, intestinal [Bos taurus]; inhibition, % at 20 µM; 190,000 tested, under 10 active;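 active = over 50% inhibition of intestinal alkaline phosphatase at 20 µM in the single-dose screen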
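Assay system – bovine IAP enzyme · Quantity – bovine IAP at 1/65,000,000 final dilution · Detection – CDP-star luminescence signal · Times – 30 min reaction at room temperature · Also added – CDP-star substrate at 30 µM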
* marks the source's active call; other numbers are inactive results; x = no result given.

SMILES	SRC2 TRFRET art	PPARg SRC-3 ag	DTT redox prof	TLR4-MyD88 BLA	PPARg SRC-1 ag	S1P3 antag	Lmaj promast	ROMK mod	PPARg SRC-2 ag	bIAP activator	bIAP inh
C/C(=N\Nc1nc(N2CCCCC2)nc(N2CCOCC2)n1)c1ccccc1O	1645	-1	-0.5	3	0	13	10	-0.046	8	1.3	-31
Nc1c2c(nc3c1CCC3)CCCC2	1592	2	x	x	1	1	x	x	1	1.2	-16
COc1cccc(N2CC(C(=O)Nc3nnc(SCC(=O)Nc4cc(C)on4)s3)CC2=O)c1 (stereo not drawn)	1512	3	-1.2	-27	5	3	-5	0.24	1	1.1	-8
CC1(C)Cc2ccccc2C(N/N=C/c2ccc([N+](=O)[O-])cc2)=N1	1567	-1	1.4	4	1	5	3	-0.78	-1	1	5
O=C(OCC(=O)N1CCN(c2ccccc2)CC1)c1ccc2ccccc2n1	1538	-6	-3.9	10	-2	x	1	x	4	1	-4
Cc1cc(C(=O)CSc2nncn2C)c(C)n1-c1ccccc1	1542	-3	-1.2	-5	7	2	3	0.64	3	1.1	-6
Cc1ccc2c(c1)c1ncnc(N3CCC4(CC3)OCCO4)c1n2C	1566	2	-0.1	-5	2	-13	14	0.014	1	1.1	-6
CC(=O)Nc1ccc(N2C(=O)C3C4CC(=O)C(c5ccccc54)C3C2=O)cc1 (stereo not drawn)	1344	1	1.6	-11	8	x	3	x	8	0.9	14
CCc1ccc2c(Cl)c(C(=O)N/N=C/c3c[nH]c4ccccc34)sc2c1	1510	6	-8.9	2	3	x	42	-0.28	3	0.9	13
O=c1sc2ccccc2c(N2CCCC2)c1[N+](=O)[O-]	1577	4	7.2	5	4	-11	-5	0.11	3	1	-4
O=C(CNC(=S)N(CCCN1CCOCC1)Cc1cccs1)N1CCCC1	1946	-1	-2.3	-2	-3	-2	7	0.53	2	1.1	-10
CCOC(=O)NC(NCc1ccccc1Cl)(C(F)(F)F)C(F)(F)F	1558	-1	-15	-5	-1	x	0	x	2	0.9	5
COc1ccc(-c2cc(C(F)(F)F)nc(SCC(=O)Nc3cc(C)on3)n2)cc1	1555	-10	1.8	0	2	-8	-8	x	4	0.9	10
O=C(NCCCn1ccnc1)C(=O)NCC1OCCN1S(=O)(=O)c1ccc(F)cc1 (stereo not drawn)	1395	1	0.6	-5	2	10	-7	0.024	1	0.8	16
CC1(C)CC(=NOC(=O)c2ccccc2)CC(C)(C)N1O	1715	2	-0.4	1	3	1	22	x	-3	1	0
O=C(CCn1nnc2ccccc2c1=O)N[C@H](C(=O)O)c1ccccc1	1525	6	0.0	2	11	1	-5	-0.17	5	1	2
Cc1ccc(/C=N/N2CCN(c3ccccc3)CC2)cc1	1601	3	0.5	-2	1	-11	-1	-0.032	-1	1.1	-11
N#Cc1nc(COc2ccccc2Cl)oc1NCc1ccc(F)cc1	1583	-10	0.0	-9	-1	x	1	0.65	-4	0.9	7
O=C(Nc1cccc(NC(=O)c2ccc(-c3ccc(Br)cc3)o2)c1)c1ccccc1	1503	5	-0.6	9	11	x	4	0.84	-7	0.9	9
O=C(NCCSc1ccccc1)c1cccnc1	1381	-14	0.1	3	-2	26	-2	0.38	-4	0.9	6
C/C(=N\NC(=O)CCCNc1ccc(C)cc1)c1ccccn1	1519	3	-0.7	-9	-2	1	98*	0.055	5	1	0
CCc1ccc(CC2S/C(=C(\C#N)C(C)=O)NC2=O)cc1 (stereo not drawn)	1571	-8	-3.1	-5	-1	x	-6	x	5	0.9	10
O=C(c1cccc(F)c1)N1CCN(S(=O)(=O)c2ccccc2)CC1	1408	-5	2.5	-7	1	-13	11	1.1	-11	1	2
COc1cc(C(=S)N2CCOCC2)ccc1OC(=O)c1cc([N+](=O)[O-])cc([N+](=O)[O-])c1	1641	-1	0.4	7	2	5	-10	x	-1	0.7	27
Cc1ccc(Nc2nc(-c3cccs3)cs2)nc1	1912	1	-0.4	10	13	-8	35	-1	4	1	-1
The list goes on.
SMILES	SRC2 TRFRET art	PPARg SRC-3 ag	DTT redox prof	TLR4-MyD88 BLA	PPARg SRC-1 ag	S1P3 antag	Lmaj promast	ROMK mod	PPARg SRC-2 ag	bIAP activator	bIAP inh
O=C(CCN1CCCCC1)Nn1c(=S)[nH]c2ccccc2c1=O	1557	-3	1.1	-2	5	-14	-4	0.16	2	1.1	-5
O=S(=O)(NC1CCCCC1Sc1ncccn1)c1ccccc1 (stereo not drawn)	1572	-4	-0.6	-12	-4	-4	65*	-0.025	-4	1	4
Cc1cc(NC(=O)CN2CCN(c3ccc(O)cc3)CC2)no1	1428	5	-4.5	-14	-1	x	-2	x	5	1	2
O=C(Nc1ccc(S(=O)(=O)N2CCCCC2c2cccnc2)cc1)c1c(F)cccc1F (stereo not drawn)	1622	3	-0.8	-1	-1	5	18	-0.19	6	1.1	-6
Cn1c(Oc2ccc(F)cc2)c(C=O)c2ccccc21	1626	7	-1.1	-15	16	-8	1	-0.28	3	0.9	13
O=Cc1c(OCc2ccccc2)ccc2ccccc12	1649	6	-0.6	5	2	-5	82*	-0.53	7	0.9	10
CCOc1cc(-c2noc(N)c2C#N)cc(OCC)c1OCC	1501	-5	-3.6	5	-3	x	16	x	-2	1.1	-5
CCCCN(C)C(=S)Nc1ccc(Oc2ccccc2)cc1	1503	0	0.4	0	-6	-25	-4	x	-8	0.8	15
O=C(Nc1ccc(Cl)cc1)Nc1nnc(CSCc2ccccc2)s1	1554	2	0.1	4	1	-5	-6	x	1	0.8	21
CCSc1nc2sc3c(c2c(=O)[nH]1)CC(C)(CC)OC3 (stereo not drawn)	1505	-1	2.2	-4	0	x	-4	x	1	1	-2
CCOc1ccccc1N(CC)C(=O)Cn1ncc2c(=O)oc3ccccc3c21	1456	-1	-0.6	-13	-3	1	34	x	-3	0.9	12
O=C(N/N=C/c1ccc(N2CCOCC2)o1)c1cccc([N+](=O)[O-])c1	1549	-1	-0.6	-7	1	-16	-3	0.14	11	1	4
CCC(C(=O)NC(C)(C)C)N(C(=O)Cn1nnc(-c2ccccc2F)n1)c1cccc2c1CCCC2 (stereo not drawn)	1522	0	-1.6	-5	0	x	14	x	3	0.9	6
Cc1cc2occ(CC(=O)NC3=NCCS3)c2cc1C(C)C	1743	8	0.0	-9	3	8	8	-0.31	5	0.8	16
COC(=O)c1cc(Br)ccc1-c1ccc(/C=N/n2nnnc2N)o1	1576	11	0.0	6	-3	24	-4	-0.35	6	0.7	34
N#Cc1c(Nc2ccccc2)sc(C(=O)c2ccccc2)c1N	1643	2	-2.2	-6	8	x	0	x	8	0.8	17
CCNC(=S)N1CCN(C(=O)C(Cc2ccccc2)NC(C)=O)CC1 (stereo not drawn)	1614	-2	-1.7	-13	-1	-28	-3	-0.45	-3	1	0
Cc1nnc2sc(SCc3ccccc3)nn2c1=O	1480	0	0.2	-3	1	27	-5	x	3	0.8	18
CCCCN(C)CCn1c(=S)[nH]c2ncccc2c1=O	1427	-7	0.2	8	2	x	26	-0.1	4	0.9	9
Cc1[nH]nc2ncc(C(=O)c3cc(Cl)cc(Cl)c3O)cc12	1595	-7	0.1	0	-2	x	-9	-0.03	-3	1	5
CCOC(=O)Cn1nc(C)n(-c2ccc(C(C)(C)C)cc2)c1=O	1525	3	0.2	0	1	x	-4	x	5	1.1	-6
CCn1cc(NC(=O)Nc2ccc(OC)c(OC)c2)c(C(N)=O)n1	1572	11	-0.5	4	5	18	-1	x	9	0.9	5
Cc1ccc(C(=O)CSc2nnc(Cn3nnc4ccccc43)n2C)cc1	1558	-1	0.2	-4	-2	-59	3	-0.23	-6	0.9	6
COc1ccc(-c2[nH]ncc2CNC(C)CCn2cccn2)cc1F (stereo not drawn)	1644	1	-0.2	11	-3	-8	-4	x	-1	0.9	7
COC(=O)c1ccccc1NC(=O)CSc1nc(O)cc(=O)n1C1CCCC1	1411	4	2.0	-1	-1	-2	-3	-0.011	5	1.1	-7

A run of entries from the list above:
SMILES	SRC2 TRFRET art	PPARg SRC-3 ag	DTT redox prof	TLR4-MyD88 BLA	PPARg SRC-1 ag	S1P3 antag	Lmaj promast	ROMK mod	PPARg SRC-2 ag	bIAP activator	bIAP inh
COC(=O)c1cc(Br)ccc1-c1ccc(/C=N/n2nnnc2N)o1	1576	11	0.0	6	-3	24	-4	-0.35	6	0.7	34
N#Cc1c(Nc2ccccc2)sc(C(=O)c2ccccc2)c1N	1643	2	-2.2	-6	8	x	0	x	8	0.8	17
CCNC(=S)N1CCN(C(=O)C(Cc2ccccc2)NC(C)=O)CC1 (stereo not drawn)	1614	-2	-1.7	-13	-1	-28	-3	-0.45	-3	1	0
Cc1nnc2sc(SCc3ccccc3)nn2c1=O	1480	0	0.2	-3	1	27	-5	x	3	0.8	18
CCCCN(C)CCn1c(=S)[nH]c2ncccc2c1=O	1427	-7	0.2	8	2	x	26	-0.1	4	0.9	9
Cc1[nH]nc2ncc(C(=O)c3cc(Cl)cc(Cl)c3O)cc12	1595	-7	0.1	0	-2	x	-9	-0.03	-3	1	5
CCOC(=O)Cn1nc(C)n(-c2ccc(C(C)(C)C)cc2)c1=O	1525	3	0.2	0	1	x	-4	x	5	1.1	-6
CCn1cc(NC(=O)Nc2ccc(OC)c(OC)c2)c(C(N)=O)n1	1572	11	-0.5	4	5	18	-1	x	9	0.9	5
Cc1ccc(C(=O)CSc2nnc(Cn3nnc4ccccc43)n2C)cc1	1558	-1	0.2	-4	-2	-59	3	-0.23	-6	0.9	6
COc1ccc(-c2[nH]ncc2CNC(C)CCn2cccn2)cc1F (stereo not drawn)	1644	1	-0.2	11	-3	-8	-4	x	-1	0.9	7
COC(=O)c1ccccc1NC(=O)CSc1nc(O)cc(=O)n1C1CCCC1	1411	4	2.0	-1	-1	-2	-3	-0.011	5	1.1	-7

High-throughput results as filed in PubChem.
